# RGS4 inhibitor – blocks human RGS4-accelerated GTP hydrolysis; Transcreener GDP fluorescence polarization, RGS4-accelerated GTP hydrolysis; P49798; AID 504845; 390,000 tested, 0.039% active; Potency, µM (titrated, usually from 114 µM), for inactives: at the top dose activity change, negative = inhibition, most hits filed as inhibitors; further: on the % scale 0 is the no-effect control and ±100 the full control effect; nearly all actives have a fitted effect of over 75% in size; some results filed as inactive show a strong effect at the top dose
# Target sequence (P49798 whole entry, looked up): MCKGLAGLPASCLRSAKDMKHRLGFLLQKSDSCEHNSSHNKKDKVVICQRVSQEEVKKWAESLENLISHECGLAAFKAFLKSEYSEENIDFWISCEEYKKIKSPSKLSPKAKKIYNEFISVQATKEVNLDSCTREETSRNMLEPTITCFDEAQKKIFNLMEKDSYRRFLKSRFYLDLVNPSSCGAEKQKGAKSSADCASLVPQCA
#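 MLSMR compounds (23 nl, pin-transferred) preincubated 10 min at room temperature with a 500nM (2x) first reagent, then RGS4 at 900nM (2x) plus Transcreener GDP mix added; fluorescence polarization (620/688 nm) read before and after 90 min at 30 °C.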
# Vif-A3G inh – Vif-A3G binding inhibition; Potency, µM (doses to about 46.1 µM), for the others: at the top dose activity, negative = active, usual class: inhibitors; HeLa A3G-eYFP + Vif (tagged APOBEC3G with the HIV-1 protein that degrades it), YFP fluorescence, overnight; 410,000 tested, 0.076% active;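 further: on the % scale 0 is the no-effect control and ±100 the full control effect; nearly all actives have a fitted effect of over 60% in size; hits raise eYFP signal because A3G escapes Vif-driven loss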
#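 Read-out is eYFP fluorescence (Ex 488/Em 500-530) from Vif-expressing HeLa A3G-eYFP cells; more signal means A3G escaped Vif-mediated degradation. Cells plated overnight, compound pinned in, incubated overnight at 37 deg C.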
# TrxR1 substrate – substrates of rat thioredoxin reductase 1; purified TrxR1 substrate turnover, NADPH consumption readout; Potency, µM (top dose mostly 114 µM), without a hit: top-dose activity change, negative = substrate turnover; 390,000 tested, 0.01% active; further: on the % scale 0 is the no-effect control and ±100 the full control effect; nearly all actives have a fitted effect of over 50% in size
#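 Rat TrxR1, dispensed at 90 nM, was prereduced with 400 uM NADPH (final) for 5 min at ~22 deg C, then incubated with compound 15 min before 400 uM selenite. A first-read NADPH fluorescence drop versus no-compound background flagged substrates.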
# rTrxR1 inhibitor – inhibitors of rat thioredoxin reductase 1; recombinant rTrxR1, NADPH fluorescence consumption, selenite substrate; 390,000 tested, 1% active; AID 588453; O89049; Potency, µM (doses to about 114 µM), for inactives: top-dose activity change, negative = inhibition, hits mostly inhibitors; further: on the % scale 0 is the no-effect control and ±100 the full control effect; nearly all actives have a fitted effect of over 65% in size
#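 Rat TrxR1 (90 nM in the dispensed reagent) was pre-reduced with 400 uM NADPH for 5 min at room temperature, then incubated with compound for 15 min. After 400 uM selenite was added, NADPH fluorescence (Ex 340/Em 450 nm) was followed for 8 min.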
# mIDH1 inhibitor – blocks human mutant IDH1 R132H enzyme; AID 602179; O75874; Potency, µM (titrated, usually from 76.6 µM), for the others: at the top dose activity change, negative = inhibition, hits mostly inhibitors; 390,000 tested, 0.093% active; IDH1-R132H enzyme, NADPH consumption, diaphorase/resazurin fluorescence; further: on the % scale 0 is the no-effect control and ±100 the full control effect; nearly all actives have a fitted effect of over 65% in size
#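 IDH1-R132H (0.5 ug/mL) preincubated 30 min with compound, then NADPH (0.016 mM) and alpha-KG (2 mM) added; 80 min at RT, pH 7.5. Remaining NADPH coupled via diaphorase/resazurin to fluorescence (540/590 nm); concentration-response curves normalized to no-enzyme control.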
# Vif-A3F inh – Vif-A3F binding inhibition; Potency, µM (titrated, usually from 46.1 µM), without a hit: top-dose activity, negative = active; HeLa A3F-eYFP + Vif (tagged APOBEC3F with the HIV-1 protein that degrades it), YFP fluorescence increase; 390,000 tested, 0.2% active; AID 602313; further: % of control where 0% means no effect; nearly all actives have a fitted effect of over 65% in size
#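 HeLa cells stably expressing Vif plus C-terminally eYFP-tagged A3F were seeded, incubated overnight at 37 deg C, dosed with compound, incubated overnight again at 37 deg C. Yellow fluorescence (Ex 488/Em 500-530) reported blocked Vif-mediated A3F-eYFP degradation.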
# 12-LOX inh – ALOX12 (human) lipoxygenase inhibition. P18054. Potency, µM (top dose mostly 108 µM), inactives show at the highest dose activity change, negative = inhibition, actives largely listed as inhibitors. AID 1671190. purified 12hLO, xylenol orange hydroperoxide absorbance. 580,000 tested, 1.1% active; further: on the % scale 0 is the no-effect control and ±100 the full control effect
#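 Purified human 12hLO at 150 nM in 25 mM Hepes, 0.01% Triton X-100, pH 7.0, preincubated 15 min at room temperature with compound. Reaction started with 40 uM arachidonic acid, 30 min at room temperature. Hydroperoxide measured by Fe-xylenol orange, 573/405 nm absorbance ratio.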
# USP1 inh – inhibitors of human USP1/UAF1 deubiquitinase; 390,000 tested, 0.23% active; O94782; recombinant USP1/UAF1, Ub-Rhodamine cleavage fluorescence; Potency, µM (titrated, usually from 57.1 µM), without a hit: top-dose activity change, negative = inhibition, most hits filed as inhibitors; further: on the % scale 0 is the no-effect control and ±100 the full control effect; nearly all actives have a fitted effect of over 60% in size; inactives centre near -12
#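 USP1/UAF1 complex (1 nM) preincubated 15 min at room temperature with compound, then Ub-Rho substrate (150 nM final) added. Kinetic fluorescence at 480/540 nm over 6 reads at 60 s intervals; 50 mM HEPES pH 7.8, 0.5 mM EDTA, 0.1 mg/ml BSA, 1 mM TCEP, 0.01% Tween-20.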
# RXFP1 agonist – activates the human relaxin receptor RXFP1; HEK293T-RXFP1 cAMP TR-FRET, 30 min; response scale: percent of porcine relaxin response, buffer zero; Q9HBX9; Potency, µM (doses to about 57.5 µM), without a hit: at the top dose activation, most hits filed as activators; 370,000 tested, 0.3% active; AID 2676; further: on the % scale 0 is the no-effect control and ±100 the full control effect; nearly all actives have a fitted effect of over 60% in size; many of its hits are not listed in these tables
# Target sequence (Q9HBX9 whole entry, looked up): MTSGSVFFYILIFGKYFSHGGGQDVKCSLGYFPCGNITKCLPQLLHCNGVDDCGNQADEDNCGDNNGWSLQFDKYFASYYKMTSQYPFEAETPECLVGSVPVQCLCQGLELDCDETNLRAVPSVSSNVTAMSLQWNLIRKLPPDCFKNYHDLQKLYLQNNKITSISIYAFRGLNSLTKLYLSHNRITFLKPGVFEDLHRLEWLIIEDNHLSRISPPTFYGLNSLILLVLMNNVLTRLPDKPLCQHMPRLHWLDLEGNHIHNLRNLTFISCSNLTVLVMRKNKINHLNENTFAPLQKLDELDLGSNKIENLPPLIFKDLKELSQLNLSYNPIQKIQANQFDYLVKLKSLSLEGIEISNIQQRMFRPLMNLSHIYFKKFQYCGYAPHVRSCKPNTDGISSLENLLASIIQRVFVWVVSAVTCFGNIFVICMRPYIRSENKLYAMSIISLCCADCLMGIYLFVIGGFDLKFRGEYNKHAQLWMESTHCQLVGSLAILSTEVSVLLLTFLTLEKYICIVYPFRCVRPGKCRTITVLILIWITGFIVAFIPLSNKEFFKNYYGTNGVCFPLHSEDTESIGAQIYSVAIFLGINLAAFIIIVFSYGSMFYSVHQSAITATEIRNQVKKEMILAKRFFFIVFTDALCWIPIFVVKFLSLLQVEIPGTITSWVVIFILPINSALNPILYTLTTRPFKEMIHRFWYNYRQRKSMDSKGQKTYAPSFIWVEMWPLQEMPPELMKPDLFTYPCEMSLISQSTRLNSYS
#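 HEK293T cells stably expressing RXFP1 were pretreated with the PDE4 inhibitor Ro 20174, exposed to compounds for 30 min at 37C, lysed, and cAMP was read by TR-FRET. Data normalized to buffer (basal) and 29 nM porcine relaxin (100%).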
# Active calls of the source: *; ? = inconclusive; . = not tested or not shown; [ ] = dose if it differs, or a comment. The call rests on the fitted dose curve; in most records, active means well fitted curve in the direction sought with a large enough effect; inconclusive means small, poorly fitted or top-dose-only effect, or another doubt; inactive means no such curve, though single readings can be large; an effect the other way counts as inactive or inconclusive. Potency means the concentration at half of the fitted maximal effect. A portion of the library; count on the stated rates, not on these rows.
# The line under a structure holds: RGS4 inhibitor | Vif-A3G inh | TrxR1 substrate | rTrxR1 inhibitor | mIDH1 inhibitor | Vif-A3F inh | 12-LOX inh | USP1 inh | RXFP1 agonist
Fc1ccc(Br)cc1C1C=C(c2ccc(Br)s2)Nc2ncnn21 (stereo not given)
  -43% | ? | -7%[11.4 µM] | 33%[activator][11.4 µM] | -6% | 22µM* | . | ? | 8.6%
CCn1nc(C)c(/C=N/NC(=O)c2ccoc2C)c1C
  -20% | -4% | -7% | 4%[57.1 µM] | 6% | -9% | 56%[activator] | 7% | -1.0%
CC(C)=CCC/C(C)=C/CNC(=O)CC1C[C@H](C(=O)N2CCOCC2)[C@@]2(C)c3[nH]c4ccccc4c3CCN2C1=O (stereo not given in full)
  13% | -1% | 0% | 3% | -1% | -2% | ? | -26% | .
CCOC(=O)C1=C(C)N=c2s/c(=C/c3ccccc3)c(=O)n2C1c1ccc(OC)c(OC)c1 (stereo not given)
  -29% | 1% | 3%[57.1 µM] | 21%[57.1 µM] | 5% | 0% | 1% | -18% | 0.9%
COc1cc(C(C(=O)NC2CCCC2)N(Cc2ccco2)C(=O)c2snc(C(N)=O)c2N)cc(OC)c1OC (stereo not given)
  1% | -1% | 13% | -10%[57.1 µM] | 1% | -5% | ? | -4% | 0.1%
COc1ccccc1N1CCN(C(=O)c2oc3ccccc3c2NC(=O)C(C)Oc2ccccc2)CC1 (stereo not given)
  -11% | 0% | 0% | 27% | -13% | 1% | -9% | -28% | -3.0%
CC(C)(C)c1ccc(OCC(O)CN2CCCC2)cc1 (stereo not given)
  -9% | 1% | 5%[57.1 µM] | 12% | 1% | 11% | -34% | -18% | 3.6%
CC(=O)N1CCSc2ccc(S(=O)(=O)NCCc3ccc(Cl)cc3)cc21
  1%[56.9 µM] | 3% | -4% | 20% | 0% | -6% | -12% | -22% | 0.1%
CCCCOC(=O)/C(=C\c1ccc([N+](=O)[O-])o1)NC(=O)c1ccccc1
  ? | -12% | 4% | -35% | 6% | ? | ? | -18% | 1.6%
CCCCS(=O)(=O)N1CCCC(C(=O)NCCc2ccccc2)C1 (stereo not given)
  1% | 0% | -5% | 0% | -3% | 5% | 17% | 1% | 0.8%
Cc1ccc(NC(=O)CSc2nc3c(c(=O)[nH]2)CCC3)c(C)c1
  -19% | -6% | -1% | 10% | 9% | -8% | -17% | -20% | 2.4%
O=C(CSc1ccc(Cl)cc1)Nc1ccc(N2CCN(C(=O)c3ccc(Cl)cc3)CC2)cc1
  -23% | -1% | -4% | 10% | 12% | -12% | -18% | -8% | 0.4%
O=S(=O)(NC1=NCCCCC1)c1ccc(Cl)cc1
  -3% | -5% | 2%[57.1 µM] | 10%[57.1 µM] | 2% | 11% | -14% | -2% | 1.7%
COC(=O)c1c(C)[nH]c(C(=O)C(C)OC(=O)c2cnc(C)cn2)c1C (stereo not given)
  -29% | -1% | -6% | ? | 6% | 1% | ? | -4% | 0.0%
Cc1ccc(OCCNC(=O)CNC(=O)c2ccc(C)c(C)c2)cc1
  -13% | -1% | 0% | 10% | -3% | 2% | -49% | 0% | 2.7%
O=[N+]([O-])c1cccc(NC(=S)N2CCN(S(=O)(=O)c3ccccc3)CC2)c1
  -10% | -1% | -13% | -15% | 7% | -23% | 455%[activator] | -13% | -0.7%
CCCC(c1nnnn1Cc1ccc(OC)cc1)N1CCN(C(=O)c2ccco2)CC1 (stereo not given)
  10% | -1% | 3% | 11% | 0% | -8% | ? | -12% | -0.1%
COC(=O)c1cn[nH]c1NC(=S)Nc1ccc(C)cc1Cl
  -33% | 0% | 5% | ? | 3% | -17% | -28% | 3% | 1.4%
CSCCC(NC(=O)c1cccc(C)c1)C(=O)NNC(=O)c1cccs1 (stereo not given)
  18% | 1% | -8% | 12% | -6% | -18% | 18% | -11% | .
O=C(Nc1cccc(C(F)(F)F)c1)Nc1ccc2snnc2c1
  -13% | -10% | 1% | 16% | 1% | -7% | -23% | ? | -0.4%
O=C(NCC(=O)N1CCC2(CC1)NCCc1[nH]cnc12)c1cccc(Cl)c1
  -3% | 0% | 7% | 24% | 5% | -2% | 0% | -10% | 0.8%
CC(C)(CNCc1ccccc1)NS(=O)(=O)c1ccc(Cl)cc1
  -17% | 0% | -2% | -4% | 1% | -13% | 181%[activator] | -18% | .
CCOC(=O)N1CCN(C(=O)CSc2ccc(-c3ccccc3OC)nn2)CC1
  -1% | 0% | 8%[57.1 µM] | 24%[57.1 µM] | 20% | 7% | 45%[activator] | -2% | 1.4%
COc1ccc(NC(=O)CN(Cc2ccccc2)S(C)(=O)=O)cc1
  7% | -8% | 9% | 26% | -3% | -5% | 6% | -15% | 0.1%
COc1cccc(CC2(CO)CCN(C(=O)NC3CCCCC3)CC2)c1
  1% | 0% | 6% | 24% | -4% | 13% | -1% | -29% | 2.2%
CCCc1cc(=O)oc2c(C)c(OCC(=O)N3CCC(C(N)=O)CC3)ccc12
  -11% | -5% | 65%[activator] | 1% | -5% | 3% | 25% | -10% | 1.3%
C=CCc1ccc(OCc2ccc(C(=O)OC)o2)c(OC)c1
  5% | 3% | 10%[57.1 µM] | 25%[57.1 µM] | 7% | 3% | 11% | -15% | 2.2%
Cn1cc(C[C@H](NC(=O)OC(C)(C)C)C(=O)N[C@@H](CO)Cc2ccccc2)c2ccccc21
  -10% | -3% | 5% | 15% | 5% | -1% | 0% | -25% | .
Cc1cc(C)c(C)c(S(=O)(=O)NCc2ccc(C(=O)N3CCN(C)CC3)cc2)c1C
  -15% | 1% | -3%[57.1 µM] | 11%[57.1 µM] | 3% | -2% | 0% | -12% | 1.0%
Cc1c(Cl)cccc1NC(=O)c1cccnc1
  24% | -1% | -4% | 12% | 2% | -1% | 19% | -1% | -0.3%
CN(Cc1ccccc1)C(=O)CSc1c2c(nc3ccc(Cl)cc13)CCCC2
  -26% | -13% | 1% | 3% | 18% | ? | -20% | -32% | 10%
Cc1ccc2cccc(NC(=O)c3ccc(-c4cc(Cl)ccc4Cl)o3)c2n1
  -10% | 2% | 6%[11.4 µM] | 11% | -2% | 5% | -5% | -10% | 3.2%
O=C1CC(c2ccsc2)Sc2ccccc2N1 (stereo not given)
  8% | 0% | 4%[57.1 µM] | 6%[57.1 µM] | 26% | -17% | 0% | -11% | -0.3%
CCC(Sc1nc(-c2cccc(OC)c2)c(C#N)c(=O)[nH]1)C(=O)Nc1nnc(C(C)C)s1 (stereo not given)
  8% | -7% | -9% | 1% | 5% | -9% | -10% | -12% | 4.7%
CCc1ccccc1NC(=O)c1ccc2nc(C(C)C)oc2c1
  7% | -16% | -3%[57.1 µM] | 10%[57.1 µM] | -8% | -4% | 2% | ? | -1.6%
COC(=O)c1ccc(NC(=O)C(=O)N2CCN(C(=S)Nc3ccc(C)cc3)CC2)cc1
  -8% | 3% | 11% | 6% | -6% | 5% | -17% | -11% | -0.9%
FC(F)(F)c1cc(-c2ccc3c(c2)OCO3)nc(NCc2ccco2)n1
  -44% | 1% | 9% | -28% | 0% | -1% | -2% | -7% | 0.4%
COCCCn1c(=O)/c(=C\c2ccccc2OC(F)F)s/c1=C(/C#N)C(=O)NC(C)C
  9% | -5% | -12% | -6% | 0% | ? | ? | -21% | -1.4%
CC(=O)C[C@@H](O)CC(=O)[C@H]1OC(=O)CCCCCCCCc2ccccc21
  25% | 1% | 14%[57.1 µM] | 34%[57.1 µM] | 9% | -12% | -13% | 12% | .
CC(=O)Oc1ccc(N2C(=O)CC(N3CCOCC3)C2=O)cc1 (stereo not given)
  -47% | -7% | 17%[57.1 µM] | -81% | 7% | -1% | ? | -22% | 2.4%
Cc1ccc(S(=O)(=O)Nc2ccc3c(c2)nc(CCN2CCN(c4ccccn4)CC2)n3C)cc1
  1% | -5% | 2% | 16% | -5% | 1% | 4% | -18% | -2.3%
Cc1noc(C(=O)Nc2sc3c(c2C#N)CCC3)c1Cl
  -23% | 2% | -10% | -19% | 25% | 0% | ? | -7% | 0.1%
O=c1c(N2CCN(c3cccc(C(F)(F)F)c3)CC2)csc2ccccc12
  -1% | -12% | 3%[57.1 µM] | 18%[57.1 µM] | 2% | 0% | -8% | ? | -0.6%
O=C(O)c1cccc(NS(=O)(=O)c2cccc(C(=O)Nc3ccccc3[N+](=O)[O-])c2)c1
  11% | -2% | 3% | 18% | 17% | 3% | 0% | -22% | -0.1%
Cc1nc2cc(NC(=O)CSc3nc4c(C)cccc4cc3C#N)ccc2s1
  38% | ? | -10% | -2% | -2% | ? | -4% | -7% | 26%
Cc1cc[n+](-c2[nH]c(=O)sc2/C=N/N=C(\[O-])c2ccccc2)cc1C
  -42% | -2% | -14% | 9%[57.1 µM] | 5% | -9% | -7% | ? | 2.8%

# High-throughput results (PubChem BioAssay)
